High-throughput results deposited in PubChem by National Center for Advancing Translational Sciences (NCATS).
HTT cytoprotect: qHTS Multiplex Assay to Identify Dual Action Probes in a Cell Model of Huntington: Cytoprotection (ATP). PC12 HTT-Q103 induced, cytoprotection, ATP luminescence, 40 h. 230,000 tested, 0.14% active. Potency, µM (titrated, usually from 56.4 µM), for the others: cytoprotection (ATP increase), actives largely listed as activators;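 further: % of control where 0% means no effect; nearly all actives have a fitted effect of over 45% in size; toxic huntingtin expression switched on by the ecdysone agonist tebufenozide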
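Readout: ATPlite luminescence (ATP level). Model: stable PC12, inducible Htt exon1 Q103-GFP. Inducer: tebufenozide, 100 nM final. Compounds: dose series. No G418 in medium.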
Tau fibril ThT: qHTS for Inhibitors of Tau Fibril Formation, Thioflavin T Binding. Microtubule-associated protein tau (Homo sapiens), P10636. recombinant tau K18 P301L, heparin-induced fibrillization, ThT fluorescence. Potency, µM (doses to about 57.4 µM), inactives show at the top dose activity, negative = inhibition, hits mostly inhibitors. 270,000 tested, 2.1% active; further: on the % scale 0 is the no-effect control and ±100 the full control effect; nearly all actives have a fitted effect of over 55% in size
Target sequence (P10636 561-689 P618L limits assumed): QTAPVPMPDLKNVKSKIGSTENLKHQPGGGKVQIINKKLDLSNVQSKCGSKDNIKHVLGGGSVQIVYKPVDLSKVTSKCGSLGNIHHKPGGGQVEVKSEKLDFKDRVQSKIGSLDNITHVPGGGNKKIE
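Aggregation was driven by heparin (20 uM final) acting on recombinant tau […] bearing P301L in 100 mM sodium acetate pH 7; fibrils were detected with Thioflavin T.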
Tau fibril FP: qHTS for Inhibitors of Tau Fibril Formation, Fluorescence Polarization. 280,000 tested, 0.39% active. AID 1468, 2008. Microtubule-associated protein tau (Homo sapiens), P10636. Potency, µM (series often up to 57.7 µM), without a hit: top-dose activity, negative = inhibition, hits mostly inhibitors. K18 P301L tau heparin fibrillization, Alexa594 FP, 6 h; further: on the % scale 0 is the no-effect control and ±100 the full control effect; nearly all actives have a fitted effect of over 55% in size
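Recombinant K18 P301L […], labeled with Alexa 594 at 0.24 uM over 15 uM unlabeled; heparin inducer 20 uM final; 37 C, 6 hr; FP endpoint.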
GAA glycogen mod: qHTS Assay for Inhibitors and Activators of Human alpha-Glucosidase Cleavage of Glycogen; Lysosomal alpha-glucosidase (Homo sapiens), P10253; recombinant GAA, glycogen substrate, Amplex Red glucose oxidase fluorescence; Potency, µM (top dose mostly 76.4 µM), for the others: at the top dose activity change, negative = inhibition, actives largely listed as inhibitors; 300,000 tested, 0.38% active;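 further: 0% = full enzyme reaction and -100% = no-enzyme basal signal; the screen sought inhibitors and activators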
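Natural-substrate format: glycogen cleavage by 4 nM human enzyme, glucose read by Amplex Red coupling (Ex 573, Em 610 nm). Normalized to enzyme and no-enzyme controls.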
GAA inh: qHTS Assay for Inhibitors of Human alpha-Glucosidase as a Potential Chaperone Treatment of Pompe Disease; Lysosomal alpha-glucosidase (Homo sapiens), P10253; 200,000 tested, 0.005% active; purified human GAA, 4-MU-alpha-glucoside fluorescence; AID 1466, 2008; Potency, µM (doses to about 76.9 µM), for the others: at the top dose activity change, negative = inhibition, hits mostly inhibitors;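 further: plate controls were uninhibited enzyme wells for no effect and no-enzyme background for full effect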
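Human alpha-glucosidase, 4 nM, pre-mixed with test compounds before 400 uM 4-methylumbelliferyl substrate; 20 min room temperature at pH 5.0. Fluorescence read after pH 10 stop; AC50 values from Hill-equation fits.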
aGal spleen mod: qHTS Assay for Inhibitors and Activators of Human alpha-Galactosidase From Spleen Homogenate; human spleen homogenate, 4MU-alpha-Gal fluorescence, 40 min; 240,000 tested, 0.008% active; Alpha-galactosidase A (Homo sapiens), P06280; Potency, µM (highest dose often 80 µM), for the others: top-dose activity change, negative = inhibition, usual class: inhibitors;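 further: 0% = enzyme with vehicle and -100% = no enzyme basal signal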
Target sequence (P06280 32-429 limits assumed): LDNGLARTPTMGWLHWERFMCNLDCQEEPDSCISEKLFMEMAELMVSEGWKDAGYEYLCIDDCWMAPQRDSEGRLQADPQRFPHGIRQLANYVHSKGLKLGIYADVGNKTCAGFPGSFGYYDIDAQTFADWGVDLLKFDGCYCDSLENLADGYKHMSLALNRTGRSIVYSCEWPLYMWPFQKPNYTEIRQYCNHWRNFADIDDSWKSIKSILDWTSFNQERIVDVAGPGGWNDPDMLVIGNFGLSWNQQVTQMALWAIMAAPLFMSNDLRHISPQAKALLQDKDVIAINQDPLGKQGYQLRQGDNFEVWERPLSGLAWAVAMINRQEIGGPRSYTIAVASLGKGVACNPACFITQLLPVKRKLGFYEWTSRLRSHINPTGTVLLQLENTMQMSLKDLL
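Fluorogenic readout (Ex 365/Em 440 nm) of 4-methylumbelliferone released from 1 mM 4-MU-alpha-galactoside by spleen homogenate, 40 min at 37C, pH 5.0. Data normalized to no-enzyme and enzyme controls; Hill-equation AC50 from compound titrations.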
Tau fluor cs: Counterscreen qHTS for Inhibitors of Tau Fibril Formation, Fluorescence Polarization; tau K18 P301L Alexa594 fluorescence, heparin fibrillization; AID 1463, 2008; Potency, µM (highest dose often 57.7 µM), for inactives: at the highest dose activity change, negative = decrease; 280,000 tested, 0.93% active; further: on the % scale 0 is the no-effect control and ±100 the full control effect; nearly all actives have a fitted effect of over 55% in size
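Human tau K18 P301L (15 uM unlabeled, 0.24 uM Alexa 594-labeled) in 100 mM sodium acetate pH 7 with 20 uM heparin, 6 hr at 37 C. ThT 30 uM added, 1 hr ambient; Alexa 594 FP and total fluorescence read at 555/632 nm.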
GAA spleen mod: qHTS Assay for Inhibitors and Activators of Human alpha-Glucosidase From Spleen Homogenate; human spleen homogenate, 4-MU-alpha-glucoside fluorescence; AID 2112, 2009; 240,000 tested, 0.006% active; Potency, µM (doses to about 79.9 µM), for the others: at the top dose activity change, negative = inhibition, most hits filed as inhibitors; Lysosomal alpha-glucosidase (Homo sapiens), P10253;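 further: 0% = enzyme with vehicle and -100% = no enzyme basal signal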
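AC50 values come from Hill-equation fits of concentration-response data, normalized to no-enzyme and full-activity controls. Enzyme source: 1 ug human spleen homogenate; 1 mM fluorogenic 4-MU glucoside, pH 5.0 citrate buffer, 37 C, 40 min.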
An asterisk follows results filed as active; u = inconclusive; x = no result given; & = joins results of further samples; [ ] = dose if it differs, or a comment. The call rests on the fitted dose curve; in most records, active means well fitted curve in the direction sought with a large enough effect; inconclusive means small, poorly fitted or top-dose-only effect, or another doubt; inactive means no such curve, though single readings can be large; an effect the other way counts as inactive or inconclusive. Potency means the concentration at half of the fitted maximal effect.

SMILES	HTT cytoprotect	Tau fibril ThT	Tau fibril FP	GAA glycogen mod	GAA inh	aGal spleen mod	Tau fluor cs	GAA spleen mod
CCn1c(CN2CCOCC2)nc2cc(NC(=O)c3cccc([N+](=O)[O-])c3)ccc21	x	-5%	0%	3%[76.3 µM]	x	x	-4%	x
CCC(CC)c1nn2c(=O)cc(COc3ccc(NC(=O)c4cccc(Cl)c4)cc3)nc2s1	x	u	-16%	-10%[76.3 µM]	x	x	-11%	x
CC(=O)c1cccc(NC(=O)NCc2ccccn2)c1	-30%[0.074 µM]	1%	7%	-1%	0%	-7%	10%	-4%
CCn1c(CNc2ccc(Cl)cc2)nnc1SCc1ccc(C)cc1	-13%[10 µM]	-12%	12%	-10%	-33%	-6%	-26%	-5%
O=C1C2CC=CCC2C(=O)N1Cc1nnc(-c2ccccc2Br)o1 (configuration not stated)	-4%[10 µM]	-7%	-6%	1%	x	6%	-13%	2%
CS(=O)(=O)N1CCN(c2ccccc2NC(=O)c2cccc3ccccc23)CC1	-8%[10 µM]	-6%	-4%	-9%	0%	4%	-8%	-2%
COc1ccc(C2CC(c3ccc(Cl)cc3Cl)Nc3nc(N)nn32)cc1OC (configuration not stated)	5%[10 µM]	-10%	5%	4%	1%	-5%	-10%	-8%
Cc1ccc(-c2cn3c(n2)sc2cc(C(=O)NC(C)C45CC6CC(CC(C6)C4)C5)ccc23)cc1 (configuration not stated)	x	8%	-3%	8%[76.3 µM]	x	x	0%	x
O=C(CCSc1nnc(-c2ccncc2)o1)Nc1ccc(F)cc1	3%	u	-1%	-10%	1%	2%	-1%	-2%
CCCCC(C)(O)C/C=C/[C@H]1[C@H](O)CC(=O)[C@@H]1CCCCCCC(=O)O (some centres not stated)	8%&13%	-3%&-5%	0%&6%	x	x	-4%&14%	-6%&-2%	5%&3%
Cc1ccc(NC(=O)NC(=O)CSc2nnc(-c3ccc(OC(F)F)cc3)n2N)c(C)c1	6%[10 µM]	4%	-3%	10%	-5%	18%	-5%	2%
CC1CN(C(=O)c2ccncc2)CC(C)O1 (configuration not stated)	9%[10 µM]	-12%	-3%	2%	-3%	-2%	-16%	0%
COc1ccc(/C=C/C(=O)Nc2ccc3nc(N4CCC(C)CC4)cc(C)c3c2)cc1	x	u	13%	1%[76.3 µM]	x	x	4µM*[quencher]	x
Cc1ccc2nc(SCC(=O)Nc3ccc4c(c3)CCC4)[nH]c2c1	-20%[10 µM]	u	2%	2%	3%	-7%	6%	0%
COc1ccc(CN2CCN(C(=O)c3ccc(-c4ccccc4)cc3)CC2)c(OC)c1OC	-31%[inhibitor]	-10%	-2%	-3%	-2%	0%	3%	8%
COc1cc(NC(=O)Cn2ncc3c(=O)oc4ccccc4c32)cc(OC)c1OC	x	-11%	-11%	12%[76.3 µM]	x	x	-19%	x
C/C(Cn1cnc([N+](=O)[O-])n1)=N\NC(=O)c1ccccc1	-1%[10 µM]	-2%	10%	-6%	3%	4%	5%	3%
CN(C)c1ccc(-c2nc3ccccc3c(=O)[nH]2)cc1	-87%[inhibitor][10 µM]	u	10%	7%	x	-1%	u	0%
Cc1cccc(NC(=O)c2sc3nc(-c4ccccc4)cn3c2C)n1	7%[10 µM]	u	3%	-5%	2%	1%	-25%	-8%
CC(Cc1cccs1)NC(=O)Nc1ccc(F)cc1 (configuration not stated)	-14%	-4%	-1%	2%	-11%	-3%	-11%	-5%
Cc1noc(NS(=O)(=O)c2ccc(NC(=O)c3cc(-c4ccccc4Cl)nc4ccccc34)cc2)c1C	-26%	u	7%	-6%	-8%	-17%	-13%	-6%
C(=C\c1ccccc1)/C=N/Nc1ccc2nncn2n1	5%[10 µM]	x	13%	-4%	x	2%	-19%	1%
Cc1ccsc1-c1nc(CSCC(=O)NCc2ccc3c(c2)OCO3)c(C)o1	-15%	-16%	15%	-6%	-5%	-6%	-5%	6%
NNC(=O)c1ccc(CSc2n[nH]c(=O)[nH]c2=O)cc1	10%[10 µM]	u	u	u	x	2%	-8%	3%
CSc1nc(C)cc(Oc2ccc(OCC(N)=O)nn2)n1	-26%	6%	-7%	11%	5%	-2%	3%	-7%
Next part.
SMILES	HTT cytoprotect	Tau fibril ThT	Tau fibril FP	GAA glycogen mod	GAA inh	aGal spleen mod	Tau fluor cs	GAA spleen mod
Cc1cccc(Oc2nc(-c3ccccc3)cc(C)c2S(C)(=O)=O)c1C	-25%	-15%	0%	-5%	u	8%	-23%	-3%
C=C(CC1([C@@H](NP(=O)(c2ccccc2)c2ccccc2)[C@H]2C[C@@H]2CCCC)CC1)c1cccc(OC)c1	-80%[inhibitor]	u	12%	x	x	8%	-10%	-2%
CCC(=O)c1cn(CC(=O)OC)c2ccccc12	-4%	-8%	6%	-3%	-15%	4%	-5%	0%
Cc1ccc(/C=C/C(=O)Nc2nc(-c3cccs3)ns2)cc1	x	-7%	-7%	2%[76.3 µM]	x	x	-17%	x
CC(NC(=O)COC(=O)/C=C/c1ccco1)c1ccccc1 (configuration not stated)	-23%	-7%	4%	-4%	2%	-7%	0%	0%
Cc1ccc(C(c2nnnn2C2CCCC2)N2CCN3CCCC3C2)cc1 (configuration not stated)	-18%	-7%	11%	1%	8%	-3%	6%	-8%
CC(=O)c1cnc(Nc2nc(C)c3ccc(C)cc3n2)nc1C	-12%[10 µM]	-13%	9%	-2%	2%	0%	3%	-3%
C/C(=N/OCC(=O)Nc1ccc(C)cc1C)c1cccs1	7%	u	-9%	-4%	2%	13%	-12%	0%
Cc1ccc2cc(CN(CC3CCCO3)S(=O)(=O)c3cccc4nsnc34)c(=O)[nH]c2c1 (configuration not stated)	-14%	-8%	4%	3%	5%	-2%	-5%	3%
CCOC(=O)N1CCN(c2nc(SC)nc3sc4c(c23)CC(C)(C)OC4)CC1	5%	-10%	-1%	-11%	0%	-9%	-4%	0%
Cn1cnnc1SCC(=O)Nc1ccc2nc(SCc3ccccc3F)sc2c1	-18%	-17%	u	-13%	-10%	-20%	u	-6%
COC(=O)c1cc(C)cc(=O)o1	28%[10 µM]	-14%	u	7%	x	4%	-16%	-2%
CCCCN1CC(c2nc3ccccc3n2CCCCOc2cccc(C)c2C)CC1=O (configuration not stated)	x	7%	5%	8%[76.3 µM]	x	x	4%	x
CCOCCCn1c(=N)c(C(=O)NC(C)c2ccccc2)cc2c(=O)n3cccc(C)c3nc21 (configuration not stated)	x	-7%	-4%	-4%[76.3 µM]	x	x	-7%	x
Cn1nc(C(F)(F)F)c(C(=O)Nc2ccc(F)cc2F)c1Sc1cccc(Cl)c1	u	-1%	-6%	-11%	-10%	4%	-14%	-13%
O=C(NC(=O)c1ccc(Cl)c(Cl)c1)OC1CCS(=O)(=O)C1 (configuration not stated)	28%[1.9 µM]	5%	5%	2%	4%	-3%	3%	-14%
COc1cccc(C2=NN(C(=O)c3ccccc3)C(O)(C(F)(F)F)C2)c1 (configuration not stated)	26%	-22%	0%	-28%	2%	0%	-18%	-2%
CCC(C)NC(=O)c1cc(Cl)ccc1OC (configuration not stated)	-9%	4%	0%	-8%	-3%	12%	4%	-7%
Cc1ccc(NC(=O)c2nc(S(=O)(=O)Cc3cccc(C)c3)ncc2Cl)cc1	x	u	-2%	10%[76.3 µM]	x	x	2%	x
CCc1c(C)sc(NC(=O)/C=C/C(=O)O)c1C(N)=O	-24%	-9%	-7%	-3%	-32%	0%	2%	-2%
CCN(CC)S(=O)(=O)c1ccc(-c2nnc(SCC(C)=O)o2)cc1	3%	-6%	-3%	6%	u	3%	-7%	2%
O=C(CSc1nc2ccsc2c(=O)n1Cc1ccccc1)NCC1CCCO1 (configuration not stated)	-24%	0%	3%	3%	-14%	2%	-2%	-3%
CC(=O)OCCNC(=O)c1cccnc1	-13%&-6%	-4%&-7%	-11%&-1%	-6%	0%	-1%&-21%	-7%&-5%	-7%&-15%
COc1cccc(CNCCCSc2nnnn2C)c1	x	0%	7%	-9%[76.3 µM]	x	x	6%	x
COc1ccc(N(C(=O)c2cccc(C)c2)S(=O)(=O)c2ccc(C)cc2)cc1	x	-8%	0%	-11%[76.3 µM]	x	x	-20%	x
CCOCCCNC(=O)c1c(-c2ccccc2)noc1C	-1%	-7%	8%	-8%	4%	-5%	0%	4%
CCOc1ccccc1OCCC(=O)Nc1ccc(F)c(Cl)c1	16%[10 µM]	2%	-10%	-4%	-2%	3%	-20%	-13%
Cc1cc(C)c2cc3c(N)c(C(=O)Nc4c(C)[nH]c(=O)[nH]c4=O)sc3nc2c1	-12%[10 µM]	-6%	6%	6%	-3%	0%	-9%	-1%

5 structures out of the list, sorted by number of heavy atoms, falling:
SMILES	HTT cytoprotect	Tau fibril ThT	Tau fibril FP	GAA glycogen mod	GAA inh	aGal spleen mod	Tau fluor cs	GAA spleen mod
CCCCN1CC(c2nc3ccccc3n2CCCCOc2cccc(C)c2C)CC1=O (configuration not stated)	x	7%	5%	8%[76.3 µM]	x	x	4%	x
Cc1cc(C)c2cc3c(N)c(C(=O)Nc4c(C)[nH]c(=O)[nH]c4=O)sc3nc2c1	-12%[10 µM]	-6%	6%	6%	-3%	0%	-9%	-1%
Cc1cccc(Oc2nc(-c3ccccc3)cc(C)c2S(C)(=O)=O)c1C	-25%	-15%	0%	-5%	u	8%	-23%	-3%
CCN(CC)S(=O)(=O)c1ccc(-c2nnc(SCC(C)=O)o2)cc1	3%	-6%	-3%	6%	u	3%	-7%	2%
O=C(NC(=O)c1ccc(Cl)c(Cl)c1)OC1CCS(=O)(=O)C1 (configuration not stated)	28%[1.9 µM]	5%	5%	2%	4%	-3%	3%	-14%
